ATXN2 expr inh = Primary qHTS for Inhibitors of ATXN expression. actives 0.72% (n = 360,000). Potency, µM (series often up to 57 µM), for inactives: top-dose activity change, negative = inhibition, most hits filed as inhibitors. HEK-293 ATXN2-luciferase reporter, luminescence, 24 h; also: potency is read from the fitted curve at half-maximal effect; % is scaled to controls: 0 for no effect and ±100 for the full control effect; nearly all actives have a fitted effect of over 55% in size
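ATXN2-luciferase reporter cells (luciferase flanked by upstream and downstream ATXN2 gene portions) were treated 24 h at 37 °C with compounds at up to 57 uM. SteadyGlo luminescence gave expression; GF-AFC fluorescence gave viability.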
Nrf2 block = Nrf2 qHTS screen for inhibitors. A549 ARE-Fluc reporter, luciferase luminescence, 18-24 h. Potency, µM (doses to about 46 µM), without a hit: at the highest dose activity change, negative = inhibition, hits mostly inhibitors. actives 2.1% (n = 360,000). AID 504444, 2011; also: potency is read from the fitted curve at half-maximal effect; % is scaled to controls: 0 for no effect and ±100 for the full control effect; nearly all actives have a fitted effect of over 60% in size
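Two sequential reads on A549 ARE_Fluc cells exposed to compound for 18-24 h: a CellTiter-Fluor fluorescence read for viability, then a luciferase luminescence read for Nrf2/ARE activity.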
ATXN viability = Viability Counterscreen for Primary qHTS for Inhibitors of ATXN expression; actives 0.49% (n = 400,000); S2 cells (HEK-293 line with an ATXN2-luciferase reporter) viability, CellTiter-Fluor protease fluorescence, 24 h; Potency, µM (titrated, usually from 56.7 µM), hits mostly cytotoxic; also: potency is read from the fitted curve at half-maximal effect; nearly all actives have a fitted effect of over 40% in size
A549 viability = Nrf2 qHTS screen for inhibitors: counterscreen for cytotoxicity; actives 0.16% (n = 390,000); A549 ARE-Fluc cells, CellTiter-Fluor viability, 18-24 h; Potency, µM (top dose mostly 46 µM), inactives show at the top dose activity change, negative = cytotoxicity, actives largely listed as inhibitors; also: potency is read from the fitted curve at half-maximal effect; % is scaled to controls: 0 for no effect and ±100 for the full control effect
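A549 ARE_Fluc cells in 5% FBS OPTI-MEM were exposed to compounds in concentration-response for 18-24 h at 37 deg C. Viability was read by CellTiter-Fluor fluorescence (Ex 405/Em 525) after 30 min, before the luciferase read.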
Nrf2 ARE act = qHTS of Nrf2 Activators; AREc32 ARE-luciferase reporter (MCF7-derived line), luminescence, 24 h; Potency, µM (series often up to 46.1 µM), for the others: at the highest dose activation, usual class: activators; actives 0.31% (n = 410,000); AID 624171, 2012; also: potency is read from the fitted curve at half-maximal effect; % of control where 0% means no effect; nearly all actives have a fitted effect of over 65% in size
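AREc32 cells carrying an ARE-driven firefly luciferase reporter were seeded at 1000 cells/well in OPTI-MEM with 5% FBS, then exposed to compound for 24 hr at 37 deg C. Luminescence was read with Steady-Glo after 30 min at RT.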
TGFb SMAD3 inh = qHTS for Inhibitors of TGF-b; HepG2 CAGA-GFP TGF-b/SMAD3 reporter, GFP fluorescence, 18 h; TGF-beta stimulated, 500 pg/mL final; Potency, µM (titrated, usually from 46.1 µM), without a hit: at the highest dose activity, negative = inhibition, most hits filed as inhibitors; actives 1.2% (n = 410,000); AID 588855, 2011; also: potency is read from the fitted curve at half-maximal effect; % is scaled to controls: 0 for no effect and ±100 for the full control effect; nearly all actives have a fitted effect of over 65% in size
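HEPG2 CAGA-GFP, 1000 cells/well; 2 h settle, 37 C; cpd via pin tool; TGF-b 500 pg/mL final; 18 h, 37 C; GFP imaging ex488/em500-530; %Activity normalised to -TGF-b and +DMSO controls; CRC fit, curve class.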
HepG2 viability = qHTS for Inhibitors of TGF-b: Cytotox Counterscreen | HepG2 CAGA-GFP viability, ATP luminescence, 18 h | actives 0.76% (n = 410,000) | Potency, µM (highest dose often 46.1 µM), for inactives: at the top dose activity change, negative = cytotoxicity, usual class: cytotoxic; also: potency is read from the fitted curve at half-maximal effect; some results filed as inactive show a strong effect at the top dose
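CellTiter-Glo luminescence gave cytotoxicity after 18 hours at 37 degrees C. The cells were HepG2 CAGA-GFP in 1% FBS DMEM, stimulated with 500 pg/mL TGF-beta after compound addition. %Activity was normalised to no-cell wells (complete cell-killing) and DMSO (no toxicity), and curves were fitted and classified.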
MCF10A rerep = A quantitative high throughput screen for small molecules that induce DNA re-replication in MCF 10a normal breast cells. Potency, µM (series often up to 46.1 µM), inactives show top-dose activity, positive = re-replication, usual class: activators. MCF 10A DNA re-replication, Hoechst nuclear intensity, 48 h. actives 2.9% (n = 350,000); also: potency is read from the fitted curve at half-maximal effect; % of control where 0% means no effect; nearly all actives have a fitted effect of over 50% in size
IL-1B inflam inh = qHTS for Inhibitors of Inflammasome Signaling: IL-1-beta AlphaLISA Primary Screen; THP-1 LPS/ATP IL-1B secretion, AlphaLISA, 16 h; stronger effect = lower value; activity change, % at 57.5 µM; actives 4.7% (n = 360,000); in the data active = activity change below about -50%; inconclusive = mostly about -30% to -49%; also: % is scaled to controls: 0 for no effect and ±100 for the full control effect
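Secreted IL-1B measured by AlphaLISA bead assay after 16 h compound exposure of THP-1 cells; compounds (final up to 57.5 uM) added 1 h before LPS (250 ng/mL) and ATP (1.25 mM) stimulation; lower signal means less secretion.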
Active calls of the source: *; i = inactive; ? = inconclusive; . = not tested or not shown; & = joins results of further samples; [ ] = dose if it differs, or a comment. Unless noted, calls follow the shape of the dose curve; as a rule, active = well fitted curve in the direction sought with a large enough effect; inconclusive = small, poorly fitted or top-dose-only effect, or another doubt; inactive = no such curve, though single readings can be large; an effect the other way counts as inactive or inconclusive. Rows were taken by chance; overall some 8.8% were active at least once.

SMILES	ATXN2 expr inh	Nrf2 block	ATXN viability	A549 viability	Nrf2 ARE act	TGFb SMAD3 inh	HepG2 viability	MCF10A rerep	IL-1B inflam inh
CC/C(=N\Nc1ccc([N+](=O)[O-])cc1)c1ccccc1	-9%	21µM*	i	?	-1.0%	?	-35%	16µM*	-51*
CC(=O)n1c(-c2ccccc2)c(CO)c2ccccc21	2%	-4%	i	-2%	4.9%	-1%	1%	1%	26
CCOC(=O)N/N=C\c1ccc([N+](=O)[O-])s1	?	23µM*	?	?	-0.8%	22µM*	-49%	10%	-1
Cc1csc(N(C)C(=O)CSc2nnc(COc3cccc4ccccc34)o2)n1	?	21µM*	i	0%	-0.4%	?	-8%	-6%	29
Cc1cc(=O)n2nc(N3CCC(C(=O)NCc4ccco4)CC3)sc2n1	-12%	-27%	i	0%	-1.2%	-7%	-18%	3%	-4
Cc1c(O)c(CN2CCCC2)cc2c3c(c(=O)oc12)CCC3	-5%	8%	.	?	0.1%	-10%	10%	16%	7
CCSc1nnc(SCC(=O)c2c(N)n(C)c(=O)n(C)c2=O)s1	-26%	21µM*	?	-1%	0.0%	14%	-2%	-17%	35
COc1ccc2c(c1)c(/C=C/c1cc[n+](C)cc1)cn2C	.	12µM*	i	-1%	7.8%	117%[activator]	-11%	-8%	-3
CCC(=O)N1Cc2ccccc2-c2ccccc2C1=O	8%	16%	i	1%	-0.2%	?	-14%	1%	19
CCc1ccc(NC(=O)Cn2nc(SC)c(S(=O)(=O)c3ccc(OC)cc3)c2N)cc1	3%	?	i	9%	0.4%	-24%	-9%	.	.
COc1ccccc1NC(=S)NCc1ccc(F)cc1	-11%	6%	i	12%	-0.3%	-2%	-5%	?	-14
CN(Cc1ccccc1)S(=O)(=O)c1ccc(OCC(=O)N2CCC(C(N)=O)CC2)cc1	.	0%	.	0%	0.1%	-8%	-7%	0%	12
NC(=O)c1ccc(NC(=O)COC(=O)c2cc3c(s2)CCC3)cc1	4%	-2%	i	-5%	-0.3%	-16%	3%	1%	15
Cn1c(=O)[nH]c2cc(-c3noc(-c4ccc(C#N)cc4)n3)ccc21	-2%	.	i	2%	-0.6%	29%	4%	.	.
C/C(=N\NC(=S)NC1CCCCC1)c1c(F)cccc1F	-12%	?	i	1%	6.0%	-32%	-11%	5%	16
CCOc1ccc(OCCOC(=O)CNC(=O)c2ccc(Cl)cc2Cl)cc1	7%	19%	i	1%	-0.4%	6%	0%	-1%	8
Cc1ccccc1Oc1ncccc1C(=O)/C(C#N)=C/N(C)C	13%	7%	i	-14%	0.2%	1%	3%	-4%	0
COc1cc(NC(=O)CCCOc2cc(=O)n(C)c3ccccc23)cc(OC)c1OC	15%	-5%	i	-1%	18%	24%	2%	.	.
CC(C)Cn1c(SCC(=O)Nc2ncccn2)nc2ccccc21	-1%	9%	i	10%	0.1%	-12%	-20%	?	8
CCCCN1C(=O)c2ccc(C(=O)Nc3c(N)n(CCCC)c(=O)n(C)c3=O)cc2C1=O	5%	0%	i	5%	0.1%	?	-21%	-13%	-14
COc1ccc(NC(=S)NCc2ccco2)c(OC)c1	5%	.	i	-14%	-0.7%	18%	22%	7%	-27
O=C(CCc1nc(-c2ccccc2F)no1)NC1CCCCCC1	-3%	.	i	-4%	-0.3%	-22%	-9%	7%	20
COc1ccc(-c2cn(CCO)nc2-c2ccc(OC)cc2)cc1	3%	6%	i	-7%	3.6%	0%	0%	9%	-5
O=C(NC1CCCc2ccccc21)c1cccc(S(=O)(=O)N2CCN(c3ccccc3)CC2)c1 (stereo not given)	-9%	-19%	i	1%	0.1%	-12%	-28%	8%	30
CCCn1c(SCc2cc(=O)oc3ccc4ccccc4c23)n[nH]c1=O	-7%	-11%	i	-1%	0.5%	26%	-18%	15%	26
Additional compounds follow:
SMILES	ATXN2 expr inh	Nrf2 block	ATXN viability	A549 viability	Nrf2 ARE act	TGFb SMAD3 inh	HepG2 viability	MCF10A rerep	IL-1B inflam inh
N#CC1C(C#N)N2CCCN2C1c1ccc(Cl)cc1 (stereo not given)	-12%	5%	i	1%	4.2%	-4%	-1%	4%	20
COc1ccccc1CNc1ncnc2onc(-c3ccc(Cl)cc3)c12	9%	7%	i	12%	0.3%	-1%	-22%	.	.
COc1cccc(-c2nc(CS(=O)CC(=O)N3CCN(c4cccc(C(F)(F)F)c4)CC3)c(C)o2)c1 (stereo not given)	.	.	.	-2%	-1.8%	16µM*	-38%	.	.
CNS(=O)(=O)c1ccc(N=Cc2c(C)[nH]n(-c3ccc(C)cc3C)c2=O)cc1	-1%	13%	i	0%	0.2%	3%	3%	-10%	-19
CC1CCC2CCCCC2N1C(=O)c1cc([N+](=O)[O-])cc([N+](=O)[O-])c1 (stereo not given)	-20%	-22%	?	-6%	0.2%	-19%	-13%	-3%	27
COc1cccc(C(C(=O)NC2CCCC2)N(C(=O)c2ccco2)c2ccc(NC(C)=O)cc2)c1OC (stereo not given)	0%	-15%	i	-1%	-0.1%	-1%	-10%	-5%	-12
O=C(COc1ncnc2ccccc12)Nc1ccccc1[N+](=O)[O-]	-2%	?	i	-10%	0.6%	5%	15%	-18%	33
COc1ccc(S(=O)(=O)Nc2ccccc2C)cc1C(=O)N1CCOCC1	-2%	1%	i	0%	0.0%	-9%	14%	-2%	-1
O=C(CSc1ncc2c(n1)-c1ccccc1N(Cc1ccc(Cl)cc1)S2(=O)=O)c1ccccc1	3%	?	i	16%	-1.1%	-15%	-1%	.	.
COc1ccc(C2CC(=O)Oc3c(C(CCN4CCN(c5ccccc5)CC4)c4ccc(N(C)C)cc4)c(OC)cc(OC)c32)cc1 (stereo not given)	12%	-2%&13%	i	-5%&-12%	0.3%	?	-5%&4%	0%	-5
COCC1CCN(Cc2c(C(=O)N3CCOCC3)nc3c(C)cccn23)C1 (stereo not given)	.	.	i	.	-1.8%	10%	5%	.	19
O=C(CCCN1C(=O)c2ccccc2C1=O)N1CCc2ccccc2C1	.	-17%	.	0%	-0.3%	1%	-15%	0%	27
COc1ccc2c(c1)c1ncn(CCCN3CCOCC3)c(=O)c1n2C	-10%	-7%	i	6%	2.7%	-1%	-21%	4%	7
CS(=O)(=O)c1ccccc1C(=O)N1CCN(Cc2ccccc2)CC1	16%	6%	i	0%	0.1%	0%	3%	6%	28
COc1cc(OC)cc(C(=O)OCn2nnc3ccccc3c2=O)c1	-21%	2%	i	-12%	-0.6%	1%	-2%	1%	20
COc1ccc(S(=O)(=O)NCC2CCCN(C(=O)CCC(F)(F)F)C2)cc1 (stereo not given)	-2%	0%	i	10%	-0.7%	-22%	-20%	-2%	19
O=C(Nc1ccc(C(O)c2ccccc2)cc1)[C@@H]1O[C@H](CO)[C@@H](O)[C@H]1O (stereo not given in full)	9%	.	i	.	-0.4%[9.22 µM]	12%	3%	.	7
Cc1cccc(OCc2n[nH]c(=S)o2)c1C	.	5%	i	-8%	-1.1%	9%	-11%	18%	-2
CCc1ccccc1NC(=O)C1CCCN1S(=O)(=O)c1ccc2c(c1)n(C)c(=O)c(=O)n2C (stereo not given)	4%	-12%	i	2%	-0.6%	1%	-1%	2%	-4
Cn1c(=O)c2c(nc(OC3CCCCCC3)n2C)n(C)c1=O	3%	?	i	-10%	-0.3%	0%	1%	1%	-8
CCOc1ccc(N2CC(C(=O)OCC(=O)NCc3ccccc3)CC2=O)cc1 (stereo not given)	-8%	2%	i	-4%	-0.4%	-3%	-2%	5%	11
c1ccc(-c2cnc(-c3ccccn3)nn2)cc1	?	?	?	-2%	?	?	-36%	11%	93
CC(=O)c1ccc(-n2nncc2C)cc1	-2%	-1%	i	4%	-0.4%	1%	14%	-8%	16
O=C(Cc1ccc(Cl)cc1)Nc1ccc2oc(-c3ccc(F)cc3)nc2c1	16%	?	i	0%	0.4%	8%	5%	.	.
Cc1ccc(C(=O)CN(C(=O)c2ccc(Cl)cc2)N2C(=O)c3ccccc3C2=O)cc1	-11%	?	i	2%	0.0%	5%	-17%	-2%	13
More compounds.
SMILES	ATXN2 expr inh	Nrf2 block	ATXN viability	A549 viability	Nrf2 ARE act	TGFb SMAD3 inh	HepG2 viability	MCF10A rerep	IL-1B inflam inh
CC(=O)Nc1ccc(OS(=O)(=O)c2cc(Cl)ccc2C)cc1	-11%	-12%	.	-6%	0.4%	0%	-26%	0%	27
CCS(=O)(=O)NCCc1cc2c(OC)ccc(OC)c2[nH]c1=O	-6%	38%	i	2%	0.5%	11%	-56%	7%	-6
CNC(=O)c1ccccc1S(=O)c1ccccc1COC(C)=O (stereo not given)	-26%	0%	i	1%	0.0%	15%	-2%	-1%	11
Cc1nc(NC(=O)c2cccnc2)ccc1Br	38%	.	i	-2%	2.1%	13%	0%	-5%	-22
O=C(CCCn1c(SCC(=O)c2ccc(O)c(O)c2)nc2ccccc2c1=O)NCC1CCCO1 (stereo not given)	-4%	10%	i	-12%	0.5%	-2%	-32%	-1%	41
Cc1nc2c(S(=O)(=O)c3ccccc3)cnn2c(C)c1C	-8%	5%	.	-1%	-0.5%	0%	-8%	0%	25

3 entries from above, arranged by count of non-hydrogen atoms, ascending.
SMILES	ATXN2 expr inh	Nrf2 block	ATXN viability	A549 viability	Nrf2 ARE act	TGFb SMAD3 inh	HepG2 viability	MCF10A rerep	IL-1B inflam inh
CC(=O)Nc1ccc(OS(=O)(=O)c2cc(Cl)ccc2C)cc1	-11%	-12%	.	-6%	0.4%	0%	-26%	0%	27
CNC(=O)c1ccccc1S(=O)c1ccccc1COC(C)=O (stereo not given)	-26%	0%	i	1%	0.0%	15%	-2%	-1%	11
O=C(CCCn1c(SCC(=O)c2ccc(O)c(O)c2)nc2ccccc2c1=O)NCC1CCCO1 (stereo not given)	-4%	10%	i	-12%	0.5%	-2%	-32%	-1%	41

Screens as filed in PubChem.
